Screening results from PubChem.
B2AR arrestin: qHTS assay of beta-arrestin-biased ligands of beta2-adrenergic receptor; Potency, µM (titrated, usually from 46.1 µM), without a hit: top-dose activation, hits mostly activators; hit rate 0.02% among 330,000; AID 492947, 2010; Beta-2 adrenergic receptor (Homo sapiens), P07550; beta-arrestin recruitment to beta2AR, cell-based reporter;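 also: potency is read from the fitted curve at half-maximal effect; 0% = DMSO controls and full agonism = EC100 isoproterenol or metaproterenol; nearly all actives have a fitted effect of over 65% in size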
Target sequence (P07550 whole entry, looked up): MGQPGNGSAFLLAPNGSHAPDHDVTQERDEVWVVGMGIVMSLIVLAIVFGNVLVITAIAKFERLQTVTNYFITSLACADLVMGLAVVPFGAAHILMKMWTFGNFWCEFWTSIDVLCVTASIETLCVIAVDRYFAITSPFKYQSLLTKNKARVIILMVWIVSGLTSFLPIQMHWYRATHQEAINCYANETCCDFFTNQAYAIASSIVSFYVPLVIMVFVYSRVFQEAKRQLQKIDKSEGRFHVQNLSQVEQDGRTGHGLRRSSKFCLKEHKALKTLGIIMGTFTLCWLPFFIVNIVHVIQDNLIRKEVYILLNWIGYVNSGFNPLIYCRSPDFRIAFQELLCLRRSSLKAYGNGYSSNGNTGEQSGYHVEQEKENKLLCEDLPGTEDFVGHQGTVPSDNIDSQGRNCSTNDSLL
S-ASM inh: Inhibitors of Secretory Acid Sphingomyelinase (S-ASM): qHTS; Potency, µM (series often up to 57.5 µM), without a hit: at the top dose activity change, negative = inhibition, most hits filed as inhibitors; Sphingomyelin phosphodiesterase (Homo sapiens), P17405; placental ASM, HMU-PC fluorogenic substrate, 60 min; AID 504937, 2011; hit rate 0.006% among 340,000; also: potency is read from the fitted curve at half-maximal effect
Target sequence (P17405 47-631 limits assumed): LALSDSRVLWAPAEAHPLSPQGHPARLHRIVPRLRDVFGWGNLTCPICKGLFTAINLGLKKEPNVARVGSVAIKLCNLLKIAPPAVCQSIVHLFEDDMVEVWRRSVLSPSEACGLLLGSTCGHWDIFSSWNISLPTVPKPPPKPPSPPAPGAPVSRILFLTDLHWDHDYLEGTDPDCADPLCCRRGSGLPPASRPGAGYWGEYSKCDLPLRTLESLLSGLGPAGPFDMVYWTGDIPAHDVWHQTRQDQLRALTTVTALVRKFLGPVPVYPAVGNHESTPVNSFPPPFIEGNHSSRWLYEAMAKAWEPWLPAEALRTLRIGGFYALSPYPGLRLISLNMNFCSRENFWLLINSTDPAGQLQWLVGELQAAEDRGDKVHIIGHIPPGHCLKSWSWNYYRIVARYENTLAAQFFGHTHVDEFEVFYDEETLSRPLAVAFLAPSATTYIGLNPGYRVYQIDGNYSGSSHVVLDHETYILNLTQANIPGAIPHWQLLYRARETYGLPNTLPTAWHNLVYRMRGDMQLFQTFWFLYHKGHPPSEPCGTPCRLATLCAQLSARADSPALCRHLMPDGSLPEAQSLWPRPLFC
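Steps: dispense placental human ASM, pin compound, wait 10 min at room temperature, add HMU-PC0 substrate at 9 uM final, incubate 60 min at 37 °C, add stop solution raising pH to 10, read fluorescence.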
ELG1 genotoxic: qHTS screen for small molecules that induce genotoxicity in human embryonic kidney (HEK293T) cells expressing luciferase-tagged ELG1. HEK293T ELG1-luciferase reporter, luminescence, 16 h. Potency, µM (highest dose often 46 µM), for inactives: at the top dose activity change, positive = activation, usual class: activators. hit rate 1.3% among 330,000; also: potency is read from the fitted curve at half-maximal effect; % of control where 0% means no effect; nearly all actives have a fitted effect of over 60% in size
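16 hr compound incubation (37 °C, 5% CO2) of HEK293T cells carrying luciferase-tagged ELG1; luciferase then measured by ONE-Glo luminescence after 30 min at RT.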
TSG101-PTAP inh: qHTS Assay for Iinhibitors of HIV-1 Budding by Blocking the Interaction of PTAP/TSG101; Fluorescence polarization, FITC-PTAP peptide / Tsg101 binding; Potency, µM (highest dose often 115 µM), without a hit: at the highest dose activity change, negative = inhibition, usual class: inhibitors; 340,000 tested, under 10 active; active = well fitted inhibition curve with a large enough effect in the main read-out, with a control signal flat, not every such curve was filed as active; inconclusive = small, poorly fitted or top-dose-only effect, or effect the other way, or a change in a side signal; inactive = no such curve, though single readings can be large or run the other way; also: potency is read from the fitted curve at half-maximal effect; % of control where 0% means no effect
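FP read-out: FITC-PTAP peptide, 50 nM final, binding Tsg101 binding domain, 10 uM final; 20 min, r.t.; 10 mM HEPES pH 7.5, 0.15 M NaCl, 0.01% Tween 20, 3 mM EDTA, 0.1 mM TCEP.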
USP2a inh: qHTS Assay for Inhibitors of Ubiquitin-specific Protease USP2a Using CHOP2 as the Reporter; Potency, µM (doses to about 38.3 µM), for inactives: at the highest dose activity change, negative = inhibition, actives largely listed as inhibitors; Ubiquitin carboxyl-terminal hydrolase 2 (Homo sapiens), O75604; hit rate 0.01% among 330,000; USP2 core, Ub-CHOP2 coupled fluorogenic reporter, 485/531;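 also: potency is read from the fitted curve at half-maximal effect; plate controls were DMSO wells for no effect and full inhibition by NEM control for full effect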
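USP2 core (10nM final) preincubated 30min RT with compound in 20mM Tris-HCl pH 8.0, 2mM CaCl2, 2mM beta-mercaptoethanol, 0.05% CHAPS; 25nM Ub-CHOP2 plus 25nM reporter substrate added, fluorescence (Ex485/Em531) read after 60min.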
uPA generation: qHTS for Inhibitors of Cell Surface uPA Generation; Potency, µM (series often up to 38.3 µM), inactives show top-dose activity change, negative = inhibition, hits mostly inhibitors; cell surface uPA generation assay, qHTS; hit rate 0.31% among 330,000; AID 540303, 2011; active = well fitted inhibition curve with a large enough effect; inconclusive = small, poorly fitted or top-dose-only effect; inactive = no such curve, though single readings can be large or run the other way; tested in mouse RAW 264.7 cells; also: potency is read from the fitted curve at half-maximal effect; % is scaled to controls: 0 for no effect and ±100 for the full control effect; nearly all actives have a fitted effect of over 55% in size
BRCA1 expr up: qHTS Assay to Identify Small Molecule Activators of BRCA1 Expression | MCF7-BRCA1-FFLuc reporter, luminescence, 48 h; response scale: scaled: vehicle 0%, 10 µM genistein 100% | Potency, µM (series often up to 46.1 µM), inactives show at the top dose activation, most hits filed as activators | hit rate 1.1% among 380,000; also: potency is read from the fitted curve at half-maximal effect; nearly all actives have a fitted effect of over 80% in size; some results filed as inactive show a strong effect at the top dose
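Activators of BRCA1 expression were detected as increased firefly luciferase luminescence in engineered MCF7 cells after 48 h compound incubation. Signals were scaled to genistein 10 microM as full activation.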
Eya2 inh: qHTS Assay for Inhibitors of the Phosphatase Activity of Eya2; hit rate 0.006% among 330,000; recombinant Eya2, OMFP fluorescence dephosphorylation (OMFP is methylfluorescein phosphate); Potency, µM (highest dose often 76.9 µM), inactives show at the top dose activity, negative = inhibition, most hits filed as inhibitors; Protein phosphatase EYA2 (Homo sapiens), O00167; also: potency is read from the fitted curve at half-maximal effect; % is scaled to controls: 0 for no effect and ±100 for the full control effect
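Eya2 protein (added as 0.2 uM solution) was preincubated with compound for 10 min at ambient temperature in 50 mM HEPES pH 7.5, 50 mM NaCl, 5 uM MgCl2, 0.05% BSA, 1 mM DTT. OMFP (added at 50 uM) then reacted 10 min; fluorescence read at 485/525 nm.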
TRPV1 agonist: HTS Assay for Compounds that Act as Agonists of the Vanilloid Receptor 1; TRPV1-expressing cells, Fluo-8 calcium influx, agonist mode; activation, % at 8.33 µM; hit rate 0.19% among 320,000; AID 540275, 2011; in the data active = activation above about 80%; inconclusive = between about 30% and that limit; also: 0% is about no effect
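Fluo-8 calcium influx in TRPV1-expressing cells, kinetic read (ex 480/em 520 nm). Compound added and read 3 min for agonist activity, followed by capsaicin at EC20 final and 2 min further read for enhancement.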
p53 reactivator: qHTS assay for re-activators of p53 using a Luc reporter. H1299 p53-A138V BP100-luciferase reporter, luminescence, 24 h. AID 504706, 2011. hit rate 0.063% among 320,000. Potency, µM (series often up to 92.2 µM), without a hit: at the highest dose activity change, positive = activation, hits mostly activators; also: potency is read from the fitted curve at half-maximal effect; % of control where 0% means no effect; nearly all actives have a fitted effect of over 45% in size
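H1299 (p53-null), stable ts p53-A138V + BP100-Luc; 1000 cells/well, Opti-MEM/10% FBS; cpd 4 pt, 1:5; 24 h, 37 deg C, 5% CO2; detection reagent 10 min RT; luminescence.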
Integrin act MD: qHTS for Activators of Integrin-Mediated Alleviation for Muscular Dystrophy. alpha7betagal myoblasts, beta-gal FDG fluorescence, 48 h. Potency, µM (highest dose often 38.3 µM), for the others: top-dose activation, hits mostly activators. hit rate 0.064% among 350,000. AID 624291, 2012;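 also: potency is read from the fitted curve at half-maximal effect; 100% = response of the positive control SU9516; nearly all actives have a fitted effect of over 60% in size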
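Alpha7betagal+/- myoblasts (passage 13) were plated 16-24 hr, then exposed to compounds (1:260 dilution of DMSO stock) for 48 hours at 37C. After MPER lysis, β-galactosidase reporter activity was read as FDG fluorescence (ex 480/em 540) after 30 minutes.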
* marks the source's active call; other numbers are inactive results; [ ] = dose if it differs, or a comment. Unless noted, calls follow the shape of the dose curve; as a rule, active = well fitted curve in the direction sought with a large enough effect; inconclusive = small, poorly fitted or top-dose-only effect, or another doubt; inactive = no such curve, though single readings can be large; an effect the other way counts as inactive or inconclusive.

Results for CC1=C(C(=O)OCC2CCCCC2)C(c2cccc(O)c2)NC(=O)N1 (stereo not drawn) ?
B2AR arrestin: -0.4%; ELG1 genotoxic: -3%; USP2a inh: 0%; Eya2 inh: -3%; TRPV1 agonist: -3; p53 reactivator: -6%

Results for COc1cc(C(=O)COC(=O)c2ccncc2)cc(OC)c1OC ?
B2AR arrestin: -0.3%; S-ASM inh: 8%; ELG1 genotoxic: 1%; TSG101-PTAP inh: -5%; USP2a inh: -5%; uPA generation: 4%; BRCA1 expr up: -4%; Eya2 inh: 3%; p53 reactivator: -3%; Integrin act MD: 36%

Results for COc1ccc(C(CNC(=O)CSc2ccccc2C)N(C)C)cc1 (stereo not drawn) ?
B2AR arrestin: 0.0%; S-ASM inh: 2%; ELG1 genotoxic: 0%; TSG101-PTAP inh: -2%; USP2a inh: -7%; uPA generation: 1%; BRCA1 expr up: -14%; Eya2 inh: -4%; TRPV1 agonist: -2; p53 reactivator: -10%; Integrin act MD: -11%

How did COc1ccc(NC(=O)CSc2nnc(C3CCCCC3)n2-c2ccccc2)cc1 do in these assays?
B2AR arrestin: -0.2%; S-ASM inh: -1%; ELG1 genotoxic: -3%; TSG101-PTAP inh: -5%; USP2a inh: 4%; uPA generation: 3%; BRCA1 expr up: -5%; Eya2 inh: 2%; TRPV1 agonist: 20; p53 reactivator: -4%; Integrin act MD: -6%

Results for O=C(C1CCCO1)N1CCN(c2ncccn2)CC1 (stereo not drawn) ?
B2AR arrestin: -0.4%; S-ASM inh: -2%; ELG1 genotoxic: 0%; TSG101-PTAP inh: -6%; USP2a inh: 1%; uPA generation: 4%; BRCA1 expr up: -16%; Eya2 inh: -15%; TRPV1 agonist: inconclusive; p53 reactivator: 3%; Integrin act MD: 18%

Results for COCCn1c(SC(C)C(=O)Nc2ccc3c(c2)OCCO3)nc2ccccc2c1=O (stereo not drawn) ?
B2AR arrestin: 0.4%; S-ASM inh: -10%; ELG1 genotoxic: 1%; TSG101-PTAP inh: -5%; USP2a inh: 3%; uPA generation: 2%; BRCA1 expr up: -7%; Eya2 inh: -7%; TRPV1 agonist: 6; p53 reactivator: -9%; Integrin act MD: -20%

Results for CCOc1ccc(NC(=O)CCCOc2cc(=O)n(C)c3ccccc23)cc1 ?
B2AR arrestin: 0.3%; S-ASM inh: -2%; ELG1 genotoxic: 10%; TSG101-PTAP inh: -5%; USP2a inh: 1%; uPA generation: -3%; BRCA1 expr up: -23%; Eya2 inh: -7%; TRPV1 agonist: 1; p53 reactivator: -9%; Integrin act MD: 24%

What do the screens show for `COc1ccc(NC(=O)c2cccc(Oc3ccc([N+](=O)[O-])cc3Cl)c2)cc1`?
B2AR arrestin: 0.7%; S-ASM inh: -16%; ELG1 genotoxic: 0%; TSG101-PTAP inh: -1%; USP2a inh: 1%; uPA generation: -14%; BRCA1 expr up: -4%; Eya2 inh: 3%; TRPV1 agonist: inconclusive; p53 reactivator: -9%; Integrin act MD: -39%

Results for Cc1ccc(-n2c(=O)cc(N3CC(C)OC(C)C3)[nH]c2=O)cc1 (stereo not drawn) ?
B2AR arrestin: -0.1%; S-ASM inh: 4%; ELG1 genotoxic: 3%; TSG101-PTAP inh: -3%; USP2a inh: 1%; uPA generation: -4%; BRCA1 expr up: 1%; Eya2 inh: -6%; TRPV1 agonist: -1; p53 reactivator: -4%; Integrin act MD: 0%

What do the screens show for `COC(=O)c1cc(OC)c(OC)cc1NC(=O)CCC1CCCC1`?
B2AR arrestin: 0.0%; S-ASM inh: -18%; ELG1 genotoxic: 4%; TSG101-PTAP inh: 0%; USP2a inh: -1%; uPA generation: 5%; BRCA1 expr up: -27%; Eya2 inh: 14%; TRPV1 agonist: -2; p53 reactivator: 3%; Integrin act MD: 3%

Pulled one by one from the list above:
Results for COc1cc(C(=O)COC(=O)c2ccncc2)cc(OC)c1OC ?
B2AR arrestin: -0.3%; S-ASM inh: 8%; ELG1 genotoxic: 1%; TSG101-PTAP inh: -5%; USP2a inh: -5%; uPA generation: 4%; BRCA1 expr up: -4%; Eya2 inh: 3%; p53 reactivator: -3%; Integrin act MD: 36%

What do the screens show for `COc1ccc(NC(=O)c2cccc(Oc3ccc([N+](=O)[O-])cc3Cl)c2)cc1`?
B2AR arrestin: 0.7%; S-ASM inh: -16%; ELG1 genotoxic: 0%; TSG101-PTAP inh: -1%; USP2a inh: 1%; uPA generation: -14%; BRCA1 expr up: -4%; Eya2 inh: 3%; TRPV1 agonist: inconclusive; p53 reactivator: -9%; Integrin act MD: -39%

More results.
Results for CCOC(=O)N1CCC(NC(=O)c2csc3c2CCCC3)CC1 ?
B2AR arrestin: -0.6%; S-ASM inh: -6%; ELG1 genotoxic: 2%; TSG101-PTAP inh: 1%; USP2a inh: 0%; uPA generation: 2%; BRCA1 expr up: -5%; Eya2 inh: -5%; TRPV1 agonist: -4; p53 reactivator: -1%; Integrin act MD: 13%

How did CCOc1ccc(C(=O)CCC(=O)NNC(=O)c2ccccc2O)cc1 do in these assays?
B2AR arrestin: -0.1%; S-ASM inh: 0%; ELG1 genotoxic: 2%; TSG101-PTAP inh: 2%; USP2a inh: 0%; uPA generation: 4%; BRCA1 expr up: -20%; Eya2 inh: 7%; TRPV1 agonist: -1; p53 reactivator: 1%; Integrin act MD: -4%

What do the screens show for `COc1ccccc1-c1nn2c(-c3ccccc3Cl)nnc2s1`?
B2AR arrestin: -0.2%; ELG1 genotoxic: 1%; USP2a inh: -3%; Eya2 inh: 1%; TRPV1 agonist: 2; p53 reactivator: -3%

What do the screens show for `CCc1ccc(CCC(=O)Nc2ccc(C(=O)O)cc2)o1`?
B2AR arrestin: 0.1%; S-ASM inh: 3%; ELG1 genotoxic: 3%; TSG101-PTAP inh: 3%; USP2a inh: -2%; uPA generation: -3%; BRCA1 expr up: 5%; Eya2 inh: 2%; TRPV1 agonist: 3; p53 reactivator: 21%; Integrin act MD: inconclusive

What do the screens show for `COc1ccccc1OCC(=O)Nc1ccc(S(=O)(=O)N2CCOCC2)cc1`?
B2AR arrestin: 0.0%; S-ASM inh: -1%; ELG1 genotoxic: -6%; TSG101-PTAP inh: -4%; USP2a inh: 0%; uPA generation: -1%; BRCA1 expr up: 0%; Eya2 inh: -24%; TRPV1 agonist: 17; p53 reactivator: -1%; Integrin act MD: 7%

How did O=c1[nH]c(-c2ccccn2)nc2ccccc12 do in these assays?
B2AR arrestin: 7.7%; S-ASM inh: -4%; ELG1 genotoxic: inconclusive; TSG101-PTAP inh: -6%; USP2a inh: 1%; uPA generation: -16%; BRCA1 expr up: 22%; Eya2 inh: -11%; TRPV1 agonist: 0; p53 reactivator: inconclusive; Integrin act MD: -57%[inhibitor]

What do the screens show for `S=c1[nH]nc(-c2ccc3c(c2)OCO3)n1-c1ccccc1`?
B2AR arrestin: -0.1%; S-ASM inh: 3%; ELG1 genotoxic: -1%; TSG101-PTAP inh: -3%; USP2a inh: 1%; uPA generation: 3%; BRCA1 expr up: -4%; Eya2 inh: 0%; TRPV1 agonist: 2; p53 reactivator: 5%; Integrin act MD: 3%

How did CCN(CC)C(=O)C1CCCc2c1[nH]c1ccc(Cl)cc21 (stereo not drawn) do in these assays?
B2AR arrestin: -1.1%; S-ASM inh: -2%; ELG1 genotoxic: -5%; TSG101-PTAP inh: -9%; USP2a inh: 0%; uPA generation: -11%; BRCA1 expr up: -35%; Eya2 inh: -22%; TRPV1 agonist: -2; p53 reactivator: 3%; Integrin act MD: 0%
